Source: PubChem BioAssay
ARNT TACC3 PPI = disruptors of human ARNT/TACC3 interaction | Q9Y6A5 | AlphaScreen His-ARNT PAS-B/GST-TACC3 binding, luminescence; TACC3 fragment carries E629A point mutation | inhibition, % at 9.99 µM | 390,000 tested, 0.66% active | AID 623870;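 active means mean inhibition of replicates at least 50% and at least half of replicates each reaching 50%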;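 further: 0% = complete ARNT plus TACC3 wells and 100% = ARNT alone without TACC3; many hits fall short of the cut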
PAX8 reporter = PAX8 transcriptional activity inhibition; RMG-I TPO-luciferase reporter, SteadyGlo, 24 h; inhibition, % at 12.6 µM; 360,000 tested, 1.2% active;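 active means mean replicate inhibition at least 60% with every replicate also reaching 60%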;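 further: luciferase light reporting Pax8 driven TPO promoter activity; plate controls were median of neutral control wells for no effect and mitoxantrone controls for full effect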
Numbers without * were called inactive.

SMILES	ARNT TACC3 PPI	PAX8 reporter
CC(C)NC(=O)c1ccc(OC2CSC2)cc1	-2.5	-35.8
CCOC(=O)c1cn(-c2nc(-c3ccc(Cl)c(Cl)c3)cs2)c2c(F)c(N3CCOCC3)c(F)cc2c1=O	-3.8	-11.6
Cc1cccc(NC(=O)c2cccnc2)c1	17.6	-31.9
O=C(Nc1nnc(CCS(=O)(=O)c2ccc(Br)cc2)s1)c1ccc([N+](=O)[O-])cc1	-1.1	-9.8
CC1(C)NC(=O)N(CC(O)COc2ccccc2C(=O)Nc2ccccc2)C1=O (stereo unspecified)	-1.1	3.8
CCc1ccc(N2C(=O)c3ccc4c5c(ccc(c35)C2=O)CC4)cc1	0.5	-3.9
O=C(NC1CCCC1)C(c1cccs1)N(C(=O)c1ccco1)c1ccc2c(c1)OCO2 (stereo unspecified)	6.3	5.1
c1ccc2c(c1)[nH]c1c(N3CCSCC3)ncnc12	-10.5	29.0
CCCCCCC1NC(C(=O)O)CS1 (stereo unspecified)	-0.4	-2.0
Cc1onc(-c2ccccc2)c1C(=O)Nc1ccnn1C1CCCCC1	-18.6	0.9
COc1cc(NC(=O)C2CCCN(c3ncccn3)C2)cc(OC)c1 (stereo unspecified)	2.3	3.0
C/C(=N/NC(=O)c1cc2ccccc2cc1O)C1C(=O)c2ccccc2C1=O	-3.5	16.7
COc1ccc(CCNC(=O)CN2CCC(C)CC2)cc1OC	20.0	-19.6
CC(=O)Nc1ccc(-c2nn[nH]n2)cc1Cl	-1.1	3.7
COc1ccc(-c2nnc(SCC(=O)N(Cc3ccccc3)C(C)(C)C)o2)cc1OC	-15.8	11.3
Cc1nn(C)cc1C1Nc2ccccc2C(=O)N1O (stereo unspecified)	-5.7	-44.6
CCOC(=O)c1sc(NC(=O)c2ccc(S(=O)(=O)N(C)C)cc2)cc1C	-6.4	15.7
O=C(/C=C/c1cccc([N+](=O)[O-])c1)NCC1CCCO1 (stereo unspecified)	3.3	-1.0
O=C(Nc1cccc(Br)c1)c1ccc2nc(N3C(=O)CCC3=O)sc2c1	4.3	-19.3
Cc1cccc(C)c1NC(=O)CSc1nnc(-c2ccccc2)n1Cc1ccc2c(c1)OCO2	3.1	-4.4
Cc1ccc(C2N(c3nccs3)C(=O)C3CCCN32)cc1 (stereo unspecified)	3.0	3.4
CC1CCCCC1NC(=O)CSc1nncs1 (stereo unspecified)	-7.4	-19.3
O=C(NCCCN1CCCC1=O)c1cccc(N2CCCC2=O)c1	-2.6	-5.4
Cc1sc2nc(SCC(=O)Nc3c(C)n(C)n(-c4ccccc4)c3=O)n(C)c(=O)c2c1C	3.1	16.3
O=C(COC(=O)CCCc1c[nH]c2ccccc12)Nc1ccc2c(c1)OCO2	-0.1	-16.2
CCOC(=O)c1[nH]c2ccccc2c1NC(=O)c1ccco1	3.9	-2.4
O=S(=O)(NC1CCCCC1)c1ccc(-c2csnn2)s1	-3.0	9.8
O=C(CCS(=O)(=O)c1ccccc1)NC12CC3CC(CC(C3)C1)C2	-10.3	-193.3
CCOC(=O)C1(CC)NC(c2ccco2)C2C(=O)N(C)C(=O)C21 (stereo unspecified)	-5.1	6.5
CC1=Nn2c(nnc2-c2ccc(F)cc2)SC1	1.7	3.5
Cc1cc(=O)oc(C)c1C(=O)Nc1cccc2ccccc12	-1.3	-9.4
COc1ccc(NC(=O)C2CC2)cc1NS(=O)(=O)c1ccc(F)cc1	-6.7	-10.1
Cc1cccc(N2C(=O)C3C4CC(C(Br)C4Br)C3C2=O)n1 (stereo unspecified)	-21.0	-4.5
O=C(NCCN1CCCC1)c1ccc(Cn2c(=S)[nH]c3cc4c(cc3c2=O)OCO4)cc1	-0.5	1.3
CCn1c2c(c3cc(C(=O)O)ccc31)CCCC2=O	-17.1	8.1
O=C(Cn1[nH]c(=O)c2ccccc2c1=O)OCC(=O)N1CCc2ccccc2C1	-4.2	0.1
CCCC(c1nnnn1CCc1ccccc1)N1CCN(C2CCCC2)CC1 (stereo unspecified)	-5.1	12.7
Cc1cc(C)n2c(Br)c(CSc3nc4ccccc4o3)nc2n1	8.1	1.5
CC(C)NC(=O)c1cc(-c2cccs2)on1	-7.2	-86.9
Cc1nc2ccccc2c(=O)n1CC(=O)N1CCOCC1	-13.4	3.6
C=CCn1c(SC(C)C(=O)NC2(C#N)CCCCC2)nnc1-c1ccc(OC)cc1 (stereo unspecified)	-3.4	1.9
CCOc1ccc(NC(=NCc2ccc3c(c2)OCO3)SC2CC(=O)N(c3ccc(OCC)cc3)C2=O)cc1 (stereo unspecified)	-5.1	44.9
CCC(=O)Nc1sc2c(c1C#N)CC(C)(C)NC2(C)C	-0.3	23.0
CCOC(=O)CSc1nnc(-c2cccs2)n1-c1ccccc1	-2.6	-17.3
Cc1cc(C(=O)CSc2nnnn2C)c(C)n1CCc1ccc(Cl)cc1	4.1	-3.2

Copied from the entries so far for reference:
SMILES	ARNT TACC3 PPI	PAX8 reporter
CC(C)NC(=O)c1cc(-c2cccs2)on1	-7.2	-86.9
Cc1nc2ccccc2c(=O)n1CC(=O)N1CCOCC1	-13.4	3.6
C=CCn1c(SC(C)C(=O)NC2(C#N)CCCCC2)nnc1-c1ccc(OC)cc1 (stereo unspecified)	-3.4	1.9
CCOc1ccc(NC(=NCc2ccc3c(c2)OCO3)SC2CC(=O)N(c3ccc(OCC)cc3)C2=O)cc1 (stereo unspecified)	-5.1	44.9
CCC(=O)Nc1sc2c(c1C#N)CC(C)(C)NC2(C)C	-0.3	23.0
CCOC(=O)CSc1nnc(-c2cccs2)n1-c1ccccc1	-2.6	-17.3
Cc1cc(C(=O)CSc2nnnn2C)c(C)n1CCc1ccc(Cl)cc1	4.1	-3.2

Next part:
SMILES	ARNT TACC3 PPI	PAX8 reporter
CC(=O)N1N=C(c2ccc(Cl)cc2)OC1c1ccc(C(C)C)cc1 (stereo unspecified)	15.1	-59.0
COc1ccc(CCNC(=O)C(C)OC(=O)c2ccco2)cc1OC (stereo unspecified)	-3.5	-0.2
Cc1cc(C)n(-c2ccc(C(=O)Nc3ccc(S(=O)(=O)NCc4ccco4)cc3)cc2)n1	7.8	48.8
N/C(=N\OC(=O)c1cc(-c2ccccc2)nc2ccccc12)c1ccc(Cl)cc1	-7.9	3.3
CCc1nc(N)c(C#N)c(-c2ccc(O)c(OC)c2)c1C	-2.1	8.9
CSc1oc(-c2ccccc2)nc1S(=O)(=O)c1ccc(C)cc1	-30.4	-17.4
CCOc1ccccc1-c1nc(-c2cc3ccc(C)cc3[nH]c2=O)no1	-1.8	-14.4
CC12CCC(C(=O)NCCCN3CCOCC3)(OC1=O)C2(C)C (stereo unspecified)	0.5	12.6
CCC(=O)N1CCc2cc(S(=O)(=O)NC(C(=O)NCc3ccc(C)cc3)C(C)C)ccc21 (stereo unspecified)	8.5	5.5
CCN1CCCC1CNS(=O)(=O)c1cc(Br)cc2c1N(C(=O)C1CC1)CC2 (stereo unspecified)	2.0	5.2
COCCNC(=O)CCn1c(=O)oc2ccccc21	1.5	-3.1
CCC(Oc1cc(Cl)ccc1Cl)C(=O)NN1C(=O)C2C3CCC(C3=C(C)C)C2C1=O (stereo unspecified)	1.2	25.2
CCOc1ccccc1C(=O)N1CCOCC1	-0.6	-7.0
Cc1ccc(S(=O)(=O)N2CCC(C(=O)N3CCC[C@H]3C(=O)NC3CCS(=O)(=O)C3)CC2)cc1 (stereo partly specified)	0.2	7.9
CCC(=O)N1CCc2cc(S(=O)(=O)NCCC(=O)N3CCN(Cc4ccccc4)CC3)ccc21	4.9	18.0
CC(C)(C)OC(=O)N1CCOCCOCCN(C(=O)OC(C)(C)C)CCOCC1	-1.1	-6.8
Cc1ccc(C(=O)NC(C)c2ccccc2)o1 (stereo unspecified)	-0.7	15.8
CCOCC(=O)Nc1nnc(SCCOC)s1	-3.8	1.4
CC1(C)N=C(N)NC(Nc2cccc(Br)c2)=N1	3.2	7.3
c1ccc(Oc2cccc(OCCCn3cncn3)c2)cc1	16.3	-29.9
CCN1CCc2c(C#N)c(N3CCCCC3)nc(NCc3ccccc3)c2C1	1.1	-25.1
CC(=O)Nc1ccc(S(=O)(=O)Oc2cccc(N3C(=O)C4CCCCC4C3=O)c2)cc1 (stereo unspecified)	-9.1	-1.5
NNC(=O)C1CCCn2c1nc1sc3c(c1c2=O)CCCC3 (stereo unspecified)	-1.6	10.3
CCOc1ccc(Nc2nc(Cc3nnc(SCC(=O)N(CC)CC)n3C)cs2)cc1	11.3	2.3
CSCCC(NC(=O)c1ccccc1)C(=O)NC1CC1 (stereo unspecified)	7.9	-11.1
Cc1ccc2c(c1)N(CCC(=O)NC(C)C)C(=O)CO2	-20.6	-11.4
O=C(O)c1cn(-c2ccccc2)c(=O)c2ccccc12	-7.2	31.2
N#Cc1cc2cc3c(cc2nc1N1CCCCC1)OCCO3	-9.0	-258.2
CCCC(=O)c1c(NC)cc(C)oc1=O	-8.4	-9.0
COc1cc(OC)cc(C(=O)N2CCN(Cc3cccc(F)c3)CC2)c1	3.0	27.6
CC(OC(=O)c1cccs1)C(=O)NCc1ccc2c(c1)OCO2 (stereo unspecified)	1.8	-9.1
CC1CCCC(C)N1C(=O)CSc1nnc(NC(=O)c2cccs2)s1 (stereo unspecified)	-7.4	0.5
Cc1ccc(CNC(=O)CCSCCC(=O)NCc2ccc(C)cc2)cc1	-4.4	-5.3
Cc1nn(C)c(C)c1N1C(=O)c2cccc3c(Br)ccc(c23)C1=O	4.6	12.0
O=C(Nc1nccs1)c1ccc(Br)c(S(=O)(=O)N2CCOCC2)c1	5.5	24.5
Cn1c(N)c(C(=O)c2cc(-c3ccccn3)nc3ccccc23)c(=O)[nH]c1=O	28.9*	-14.2
O=S(=O)(NCCOc1ccccc1Cl)c1ccc2oc3ccccc3c2c1	0.9	-13.8
Cc1ccc(NC(=O)c2ccco2)cc1NC(=O)CSc1nnc(-c2cccs2)n1C	-1.2	6.3
CC(C)CCOP(=O)(c1ccc(N(C)C)cc1)C(O)c1ccccc1F (stereo unspecified)	-2.4	13.7
COc1ccc(/C=C2/N=C3CCCCCN3C2=O)cc1OC	1.5	-8.0
Cn1cnc2c1c(=O)n(CC(O)CO)c(=O)n2C (stereo unspecified)	-3.2	-1.6
Cc1nc(SCC(=O)NCc2ccccc2)c2oc3ccccc3c2n1	1.9	16.5
CN1CCN(c2nc3c(c(=O)[nH]c(=O)n3C)n2CCCSc2ncccn2)CC1	-7.0	21.3
CC(C)c1ccc(C2CC(=O)N3CN(Cc4ccco4)CSC3=C2C#N)cc1 (stereo unspecified)	3.9	-1.7
COCCn1c(=O)[nH]c2cc(C(=O)NCCN3CCN(c4ccccc4F)CC3)ccc2c1=O	-28.8	10.7
Cc1cc(C(=O)CSc2nnc(-c3cccs3)o2)c(C)n1-c1ccccc1	3.8	18.0
COC(=O)c1sc(S(=O)(=O)N2CCC(C)CC2)c(C(=O)OC)c1C	-3.4	-11.8
CCOCc1nnc(NC(=O)c2cccs2)s1	-2.4	14.3
C=CCSC1=C(C#N)C2(CCCCC2)C(C#N)C(=O)N1 (stereo unspecified)	-5.2	4.8
COc1cc(C(=O)NCc2nnc(SCC(=O)N3CCC(C)CC3)o2)cc(OC)c1OC	1.0	6.8
CCOC(=O)Cc1csc(NS(=O)(=O)Cc2ccccc2)n1	-22.5	-13.8
COc1cccc(NC(=O)C(C)Oc2ccccc2)c1 (stereo unspecified)	-8.5	6.0
O=C(Nn1c(Cc2cccs2)nc2ccccc2c1=O)c1ccc(F)c(F)c1	-4.0	16.5
O=C(/C=C/c1cccs1)c1ccc(NC(=O)c2cccc(Br)c2)cc1	-3.0	-127.7
CC1CCC2(CC1)NC(CO)(CO)CO2 (stereo unspecified)	-4.2	-26.3
COc1ccc(OC)c(C2N(c3cc(C)on3)C(=O)C3CCCN32)c1 (stereo unspecified)	-1.2	16.3
CC1CC(C)CN(CC(C)(C)NS(=O)(=O)c2ccc(Cl)cc2)C1 (stereo unspecified)	-2.8	4.6
Oc1ccc(Cl)cc1-c1cc(-c2ccccc2Cl)[nH]n1	1.2	-25.2
COc1ccc(S(=O)(=O)N2CCC(n3cnc4cc(C(F)(F)F)ccc43)CC2)cc1	-2.4	13.0
CC(C)NC(=O)C12CC3CC(C1)CC(n1cnc(Cl)n1)(C3)C2	-4.6	-5.8

Molecules shown so far that have a COOH group:
SMILES	ARNT TACC3 PPI	PAX8 reporter
CCCCCCC1NC(C(=O)O)CS1 (stereo unspecified)	-0.4	-2.0
CCn1c2c(c3cc(C(=O)O)ccc31)CCCC2=O	-17.1	8.1
O=C(O)c1cn(-c2ccccc2)c(=O)c2ccccc12	-7.2	31.2

The results go on.
SMILES	ARNT TACC3 PPI	PAX8 reporter
CC(=O)N(Cc1ccc(F)cc1)C1=C(NCCc2ccccc2)C(=O)c2ccccc2C1=O	-6.5	104.8*
Cc1nc(C)n(C(C)CC(=O)O)n1 (stereo unspecified)	11.2	-7.7
COC(=O)C1=C(C)NC(=O)/C1=C\c1ccc2c(c1)OCO2	-1.0	2.7
CCOC(=O)CNC(=O)Nc1nnc(-c2ccc(OCC)cc2)o1	1.7	-40.7
COc1ccc(N2CC(C(=O)Nc3nccs3)CC2=O)cc1 (stereo unspecified)	3.3	2.4
O=C(COc1ccc(Cl)cc1)N1CCN(C(=O)c2cccc(F)c2)CC1	5.3	16.2

Entries of single compounds, quoted from the list. Order of screens: ARNT TACC3 PPI, PAX8 reporter
`CCOC(=O)CNC(=O)Nc1nnc(-c2ccc(OCC)cc2)o1` as listed: 1.7, -40.7
`COC(=O)C1=C(C)NC(=O)/C1=C\c1ccc2c(c1)OCO2` as listed: -1.0, 2.7
`CC(=O)N(Cc1ccc(F)cc1)C1=C(NCCc2ccccc2)C(=O)c2ccccc2C1=O` as listed: -6.5, 104.8*

Marked active in ARNT TACC3 PPI, of those listed so far:
| canonical_smiles | ARNT TACC3 PPI |
| --- | --- |
| Cn1c(N)c(C(=O)c2cc(-c3ccccn3)nc3ccccc23)c(=O)[nH]c1=O | 28.9* |

An excerpt; count on the stated rates, not on these rows.
